Screening data as filed in PubChem BioAssay.
K1F lysis inhibition = inhibition of K1F phage lysis, E. coli UTI89, bacterial capsule biogenesis inhibitors, alamar blue (AID 488966). E. coli UTI89 K1F phage lysis, alamar blue, 2 h; higher % means a stronger effect. inhibition, % at 100 µM; hits with a dose series show IC50 in µM. 0.02% of 340,000 active;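 active = phage lysis inhibition, versus mean bacterial control, above a set limit; inconclusive = no clear call, values can overlap the other calls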;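 also: capsule biogenesis inhibitors block K1F phage lysis so surviving cells raise fluorescence; higher fluorescence means more inhibition of phage lysis; actives were called in the ten point dose series up to 300 µM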
T cell modulator = T cell immune modulators affecting CD8 T cell-vesicle binding; 2C CD8+ T cell-vesicle binding, flow cytometry; active compounds read low; calls only at 7 µM; 0.068% of 330,000 active;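 active = response, share of CD8 T cells binding vesicles, and their 90th percentile fluorescence all below set limits, cut at about 80% in these data, passing the limit was not always enough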
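Test system: purified 2C TCR transgenic mouse naive CD8+ T cells. Probe or stimulus: QL9-peptide-loaded Drosophila micro-vesicles bearing Ld, ICAM-1 and B7-1. Incubation: binding step 1.5 h, 37 °C, antibody labelling 20 min, ice. Measured by: flow cytometry of vesicle-bound cells.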
NTR1 agonist = NTR1-driven beta-arrestin-GFP spot formation – imaging, U2OS cells, high content, primary screen (AID 493036). P30989. activation, % at 20 µM. 0.17% of 330,000 active. agonist mode;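 active = activation at or above 40% of the spot to cytoplasm intensity ratio, with at least 20 cells analyzed; inconclusive = wells under 20 cells, flagged as cytotoxic or low count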;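 also: 0% = DMSO without peptide and 100% = 100 nM NTR1 peptide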
Target sequence (P30989 whole entry, looked up): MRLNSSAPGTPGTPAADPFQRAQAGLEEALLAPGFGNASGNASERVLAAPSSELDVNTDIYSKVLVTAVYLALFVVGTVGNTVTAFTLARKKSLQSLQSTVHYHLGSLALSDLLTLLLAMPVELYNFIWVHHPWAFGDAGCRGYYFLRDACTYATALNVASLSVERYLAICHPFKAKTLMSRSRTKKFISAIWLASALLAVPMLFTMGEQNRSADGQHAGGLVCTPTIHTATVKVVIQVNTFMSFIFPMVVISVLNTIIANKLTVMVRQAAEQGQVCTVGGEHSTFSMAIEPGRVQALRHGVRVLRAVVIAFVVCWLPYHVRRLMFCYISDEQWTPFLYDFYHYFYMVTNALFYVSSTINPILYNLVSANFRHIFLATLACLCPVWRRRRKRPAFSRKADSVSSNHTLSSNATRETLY
SV40 large T antigen = SV40 large T antigen inhibitors, biochemical (AID 1903); SV40 large T antigen ATPase/helicase inhibition assay; higher % means a stronger effect; 0.39% of 310,000 active; inhibition, % at 20 µM; hits with a dose series show IC50 in µM; in the data active = a potency from the dose series; inconclusive = inhibition mostly from about 32% at the one dose, without a potency; inactive = the rest, 99 in 100 with inhibition below about 32%; also: strong numbers were not always called active
Rac1 GTP hydrolysis = MgcRacGAP GTPase-activating activity inhibitors, confirmation, biochemical, ADP Hunter fluorescence. MgcRacGAP-stimulated Rac1 GTP hydrolysis, ADP Hunter fluorescence; higher % means a stronger effect; GST-tagged Rac1 F28L mutant substrate. inhibition, % at 30 µM; hits with a dose series show IC50 in µM. 0.6% of 340,000 active. AID 624330;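 active = first-screen hits whose inhibition reached a set limit at any dose in the follow-up dose series; inconclusive = inhibition above the set first-screen limit but never retested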;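 also: fluorescence reports GDP produced by GAP-driven GTP hydrolysis; strong numbers were not always called active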
NS5 inhibitors = flavivirus cap methylation enzyme inhibition – biochemical, confirmation dose response, primary screen (AID 588689); inhibition, % at 25 µM, or IC50 in µM where a hit was titrated; Dengue-2 NS5 methyltransferase capping enzyme assay, biochemical; higher % means a stronger effect; 0.3% of 340,000 active; in the data active = a potency from the dose series; inconclusive = inhibition above about 29% without an active follow-up result
PhoP inhibition = inhibitors of PhoP regulon expression, primary screen, Salmonella Typhimurium, GFP reporter (AID 1863); inhibition, % at 50 µM, or IC50 in µM where a hit was titrated; S. Typhimurium PhoP-regulated promoter GFP reporter, 4 h; higher % means a stronger effect; 0.16% of 300,000 active;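 active = inhibition over 29.93%, a cutoff 3 SD above the screen mean, later confirmed by dose response; inconclusive = inhibition over 29.93% but no dose response follow-up; inactive = inhibition at most 29.93% or unconfirmed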;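 also: 0% = low Mg2+ inducing control and 100% = high Mg2+ repressing control; strong numbers were not always called active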
RSV CPE inhibition = inhibition of RSV-induced cytopathic effect – HEp-2 cells, primary 10 µM value included (AID 2391) | HEp-2 cells, RSV-induced CPE inhibition; higher % means a stronger effect | CPE inhibition, % at 10 µM; hits with a dose series show IC50 in µM | 0.13% of 310,000 active; in the data active = a potency from the dose series; inconclusive = CPE inhibition mostly from about 23% at the one dose, without a potency; inactive = the rest, 99 in 100 with CPE inhibition below about 21%; also: strong numbers were not always called active
West Nile virus CPE = West Nile virus antiviral activity, cell-based, CPE readout (AID 1621); West Nile virus-infected cells, CPE inhibition; higher % means a stronger effect; CPE inhibition, % at 10 µM; hits with a dose series show IC50 in µM; 0.02% of 290,000 active; in the data active = a potency from the dose series; inconclusive = CPE inhibition mostly from about 3.7% at the one dose, without a potency; inactive = the rest, 99 in 100 with CPE inhibition below about 2.2%; also: strong numbers were not always called active
T cell modulator vesicle-bound % = further read-out of T cell modulator, marked with its call; double positive events, %; measured here: CD8+ vesicle-bound cell fraction;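 binding gate set so that unloaded-vesicle control wells show 10% double positive cells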
NTR1 agonist cell count 20 µM = second read-out of NTR1 agonist, no call of its own (marks repeat the call); cell count; measured here: cell count, cytotoxicity flag
NS5 inhibitors pilot replicate = also measured in NS5 inhibitors; calls as there; inhibition, %; measured here: pilot screen replicate inhibition
Starred values were filed as active, the others as inactive; i = inactive; ? = inconclusive; . = no result given; [ ] = another dose, or the depositor's remark.

SMILES	K1F lysis inhibition	T cell modulator	T cell modulator vesicle-bound %	NTR1 agonist	NTR1 agonist cell count 20 µM	SV40 large T antigen	Rac1 GTP hydrolysis	NS5 inhibitors	PhoP inhibition	RSV CPE inhibition	West Nile virus CPE	others
O=C(CCNS(=O)(=O)c1ccccc1F)N1CCN(C(c2ccccc2)c2ccccc2)CC1	0.1%[50 µM]	i	45	3.6	74	6%	3%	-6%	-6%	-1.1%	.
CN1CCSc2ccc(C(=O)NCc3cccc(F)c3)cc21	5.4%	i	20	-2.7	70	12%	4%	-5%	.	1.4%	0.0%
O=C(N/N=C/c1cc(Cl)cc([N+](=O)[O-])c1O)C1CC1	-0.2%	i	35	-0.1	65	6%	13%	11%	23%	4.9%	-0.7%
Cc1ccc(S(=O)(=O)CC(=O)Nc2sc(C)c(C)c2C(N)=O)cc1	1.6%[50 µM]	i	16	1.1	59	12%	3%	-1%	2%	-1.6%	.
O=S(=O)(c1ccc2nc(N3CCN(c4ccccc4F)CC3)ccc2c1)N1CCCCC1	0.1%	i	44	1.4	60	11%	-12%	-2%	-2%	3.2%	0.6%
O=c1ccc(NS(=O)(=O)c2ccccc2Cl)cn1Cc1ccc(Cl)c(Cl)c1	0.2%	i	65	-0.6	112	9%	-14%	-4%	-4%	3.0%	-1.1%
CCOC(=O)C1CCN(C(=O)COC(=O)COc2ccc(Cl)cc2)CC1	0.4%	i	8	-2.0	30	4%	4%	-12%	-10%	2.5%	-0.2%
CC(C)Cn1nc(C(=O)OCC(=O)NCC(F)(F)F)c2ccccc2c1=O	-0.6%	i	53	-0.5	45	0%	7%	-2%	8%	0.6%	0.4%
O=C(Cc1c(F)cccc1Cl)N/N=C/c1cccnc1	0.1%	i	58	-1.1	72	15%	7%	5%	0%	0.2%	0.3%
CC[C@@]1(C(=O)OC)N[C@H](CN(C)C(=O)C2CCCCC2)[C@@H]2C(=O)N(Cc3ccccc3)C(=O)[C@@H]21	0.0%	i	16	2.6	55	.	1%	-4%	.	.	.	NS5 inhibitors pilot replicate=-6.1
O=C(COC(=O)c1cncc(Br)c1)NCCC1=CCCCC1	2.9%	i	52	-2.0	87	-1%	-4%	-1%	-1%	1.1%	-0.4%
Cc1ccc2c(c1)c1c(n2C)C(C(N)=O)CCC1 (centres undefined)	-0.6%	i	16	-2.1	84	-10%	-1%	?	0%	3.5%	0.3%
O=c1[nH]c2ccc(S(=O)(=O)NCCO)cc2[nH]1	-1.5%	i	44	0.8	41	16%	7%	2%	-2%	1.7%	0.6%
O=C1CCCCC1c1cccc2ccccc12 (centres undefined)	3.0%[50 µM]	i	58	4.6	35	1%	8%	0%	-7%	1.7%	-0.6%
Cc1cc(C)c(C#N)c(SCc2ccccc2)n1	-0.4%	i	9	2.3	46	12%	-5%	-5%	-6%	-0.3%	1.3%
Cc1ccnc(NC(=O)Nc2ccc3c(c2)N(C)C(=O)CS3)c1	1.4%[50 µM]	i	43	7.1	67	13%	7%	-1%	3%	16%	1.9%
CCc1nnc(NC(=O)C2(C)COC(c3ccc(OC)cc3)OC2)s1 (centres undefined)	0.2%	i	28	-0.8	64	2%	2%	0%	-4%	-0.4%	0.1%
CC(C)C(=O)OC/C(O)=C(\C#N)c1nc2ccccc2[nH]1	-0.5%	i	47	-0.8	32	21%	5%	-10%	-7%	0.7%	-1.1%
Cc1cccc(-n2cc(-c3ccccc3)c3c(NN4CCOCC4)ncnc32)c1	0.7%[50 µM]	i	32	6.4	29	12%	4%	-9%	0%	0.2%	0.2%
N#Cc1c(-c2ccccc2Cl)cc(-c2ccccc2)[nH]c1=S	.	i	54	0.6	87	25%	.	.	3%	6.5%	0.4%
CC(=O)N1CCCN(Cc2cn(-c3ccc(C)cc3)nc2-c2ccc(F)cc2)CC1	0.2%	i	24	3.4	46	.	5%	-9%	.	-1.3%	-1.2%
COc1ccccc1NC(=O)CCC(=O)OC(C)C(=O)c1ccccc1 (centres undefined)	0.2%	i	13	0.3	46	1%	7%	1%	-2%	0.9%	0.6%
COc1cc(NC(=O)c2cccc3c2C(=O)N(C2CCCCC2)C3)cc(OC)c1OC	-0.1%	i	10	7.1	63	3%	-9%	-7%	2%	6.5%	?
COc1ccc(N(CC(=O)NCCSc2ccccc2)S(=O)(=O)c2ccccc2)cc1	-0.4%[50 µM]	i	27	2.5	34	3%	6%	-10%	-7%	2.8%	-0.9%
CCCC(C)NC(C)C(=O)NC1CCCC1 (centres undefined)	0.2%[50 µM]	i	47	0.9	71	18%	7%	-7%	5%	1.3%	0.1%

Pulled one by one from the entries so far (2):
SMILES	K1F lysis inhibition	T cell modulator	T cell modulator vesicle-bound %	NTR1 agonist	NTR1 agonist cell count 20 µM	SV40 large T antigen	Rac1 GTP hydrolysis	NS5 inhibitors	PhoP inhibition	RSV CPE inhibition	West Nile virus CPE	others
Cc1ccnc(NC(=O)Nc2ccc3c(c2)N(C)C(=O)CS3)c1	1.4%[50 µM]	i	43	7.1	67	13%	7%	-1%	3%	16%	1.9%
CCOC(=O)C1CCN(C(=O)COC(=O)COc2ccc(Cl)cc2)CC1	0.4%	i	8	-2.0	30	4%	4%	-12%	-10%	2.5%	-0.2%

Carrying on.
SMILES	K1F lysis inhibition	T cell modulator	T cell modulator vesicle-bound %	NTR1 agonist	NTR1 agonist cell count 20 µM	SV40 large T antigen	Rac1 GTP hydrolysis	NS5 inhibitors	PhoP inhibition	RSV CPE inhibition	West Nile virus CPE	others
CC1CCCCN1CCCNC(=O)CCCN1C(=O)c2cccnc2Sc2ccccc21 (centres undefined)	0.3%	i	38	-0.6	68	5%	7%	-6%	7%	1.2%	1.6%
CCOC(=O)C1=C(CSc2nc3c(cc2C#N)CN(C)CC3)OC(N)=C(C#N)C1c1ccc(Cl)cc1 (centres undefined)	-0.2%	i	44	1.3	62	15%	9%	13%	-21%	0.1%	-0.1%
O=C1/C(=C/c2ccccc2)SC(=S)N1C1CCS(=O)(=O)C1 (centres undefined)	0.7%	i	16	-1.0	48	15%	4%	17%	-8%	.	-0.1%
Cc1ccc(-n2c(SCC(=O)O)nc3sc4c(c3c2=O)C(C)CCC4)cc1 (centres undefined)	0.0%	i	15	0.2	79	9%	1%	-1%	1%	0.6%	0.0%
COc1ccc(N2C(=O)c3ccccc3S2(=O)=O)cc1	0.4%	i	32	-0.2	60	.	2%	0%	-6%	0.0%	1.3%
COc1ccccc1N(C)S(=O)(=O)c1ccc(C(=O)NCC2CCCCC2)cc1	-0.5%[50 µM]	i	26	-1.9	39	.	2%	-8%	.	3.2%	.
O=C(CSc1ncnc2ccccc12)c1ccc2c(c1)OCCO2	-1.1%[50 µM]	i	42	12	67	2%	-11%	11%	7%	6.1%	0.1%
CCOC(=O)c1c(C)[nH]c(C)c1C(=O)CSc1ncccn1	3.4%	i	14	2.2	60	-4%	0%	-12%	34%	-0.8%	1.2%
NS(=O)(=O)c1ccc(CNS(=O)(=O)c2cccc3nonc23)cc1	.	i	59	-0.6	52	19%	.	.	-10%	-0.4%	0.2%
COC(=O)c1sc(=S)n(-c2ccc(Cl)cc2)c1C	0.3%	i	36	-0.7	49	15%	5%	-10%	9%	2.1%	0.4%
O=C(NNC(=O)c1ccc2c(c1)OCO2)NC1CCCCC1	0.5%	i	13	-0.2	53	10%	15%	4%	5%	-2.1%	.
CC(C)CN(C(=O)c1ccc(N2CCCC2=O)cc1)C1CCS(=O)(=O)C1 (centres undefined)	0.9%[50 µM]	i	27	-0.1	47	12%	-2%	2%	-8%	-0.8%	.
CN(CC(=O)Nc1ccc(F)cc1)C(=O)COC(=O)CNC(=O)c1ccc(Cl)cc1Cl	2.0%[50 µM]	i	21	2.5	55	12%	6%	0%	-8%	-2.6%	.
O=[N+]([O-])c1cc(S(=O)(=O)Nc2ccccc2)ccc1NCc1cccnc1	2.9%	i	31	-1.2	47	-2%	-1%	2%	2%	6.5%	-1.6%
CCCNS(=O)(=O)c1ccc(Oc2ncc(C(F)(F)F)cc2Cl)cc1	4.3%	i	10	4.8	79	24%	5%	-6%	-7%	11%	-1.8%
O=C(NCc1cccnc1)c1cccc(NS(=O)(=O)c2ccc(Br)cc2)c1	-0.3%[50 µM]	i	6	0.6	61	28%	-1%	4%	5%	-0.4%	.
COCCOC1CCN(C(=O)c2ccc(OC)c(OC3CCN(C(C)C)CC3)c2)CC1	4.0%	i	17	0.5	60	4%	7%	6%	-1%	-0.3%	-0.1%
O=C(Nc1ccc(Nc2ccccc2)cc1)C(Cl)(Cl)Cl	-0.4%	i	47	12	45	11%	12%	-5%	-1%	?	-1.3%
CCOC(=O)N1CCC2(CC1)CC(=O)c1c(ccc3oc(C(=O)O)c(C)c13)O2	-0.7%	i	30	0.2	36	4%	8%	-8%	1%	.	0.2%
CCOC(=O)C1CCCN(c2ccc(NC(=O)c3snc4c(=O)[nH]c(C)nc34)cc2)C1 (centres undefined)	0.1%	i	13	1.7	45	7%	7%	-4%	-1%	0.7%	3.2%
Cc1ncoc1C(=O)N1CCCC(CCC(=O)NCc2ccccc2F)C1 (centres undefined)	0.3%	i	41	-1.3	53	-3%	3%	-3%	1%	0.1%	-0.7%
CC(C)NC(=O)N1CCC(c2nc3ccccc3s2)CC1	0.1%	i	30	-0.3	92	5%	10%	-3%	0%	-1.4%	-0.9%
O=C(NCC1CCCCC1)c1cc(S(=O)(=O)N2CCCCC2)ccc1Cl	0.8%[50 µM]	i	40	0.3	62	.	7%	-3%	.	1.8%	.
O=C(NCCC1CCCCN1S(=O)(=O)c1cccs1)C(=O)Nc1ccccc1F (centres undefined)	0.7%[50 µM]	i	52	1.6	69	13%	5%	-6%	-6%	-0.1%	.
C=CCn1cccc(C(=O)Nc2ccc(OC)c(OC)c2)c1=O	.	i	46	-1.3	36	3%	.	.	5%	-0.1%	-0.2%
CC1CCN(C(=O)CN2c3cccc4cccc(c34)S2(=O)=O)CC1	0.3%[50 µM]	i	33	-0.2	56	.	5%	-6%	.	0.2%	.
COC(=O)c1ccccc1NC(=O)CSc1ccccn1	2.3%	i	13	3.1	46	-5%	10%	5%	-5%	5.0%	-0.6%
N#CCC(=O)N/N=C1\CCCCC1C1CCCCC1 (centres undefined)	4.6%	i	22	-2.1	70	5%	3%	-6%	-8%	0.3%	-0.7%
COc1ccc(C(CC(=O)NCc2ccco2)c2ccc(F)cc2)cc1 (centres undefined)	-0.2%	i	28	0.6	57	2%	-6%	3%	-6%	-0.6%	0.6%
